Pin1 inhibitor – human Pin1 inhibition; Pin1 FP peptide displacement, HiFluor488, 10 min; Potency, µM (series often up to 115 µM), inactives show at the highest dose activity, negative = inhibition, actives largely listed as inhibitors; Q13526; hit rate 0.009% among 390,000; active means well fitted inhibition curve with a large enough effect in the polarisation, with a control signal flat, not every such curve was filed as active; inconclusive means small, poorly fitted or top-dose-only effect, or effect the other way, or a change in a side signal; inactive means no such curve, though single readings can be large or run the other way; the % refers to the polarisation; further: potency means the concentration at half of the fitted maximal effect; on the % scale 0 is the no-effect control and ±100 the full control effect
GLS inhibitor – glutaminase GLS (human) inhibition; Potency, µM (doses to about 45.5 µM), for the others: top-dose activity change, negative = inhibition, usual class: inhibitors; hit rate 0.21% among 410,000; GLS enzymatic activity, qHTS titration; further: potency means the concentration at half of the fitted maximal effect; on the % scale 0 is the no-effect control and ±100 the full control effect
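hKGA in 45 mM KH2PO4 (pH 8.2), 0.02% Tween-20 with compound, then 1mM L-Glutamine (stock as added) plus glutamate oxidase/HRP/Amplex red coupling mix. Fluorescence read initially and after 30 min at RT; signal change reflects glutamate formation.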
TrxR1 substrate – substrates of rat thioredoxin reductase 1; AID 588456; purified TrxR1 substrate turnover, NADPH consumption readout; O89049; Potency, µM (series often up to 114 µM), for inactives: at the top dose activity change, negative = substrate turnover; hit rate 0.01% among 390,000; further: potency means the concentration at half of the fitted maximal effect; on the % scale 0 is the no-effect control and ±100 the full control effect; nearly all actives have a fitted effect of over 50% in size
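Rat TrxR1, dispensed at 90 nM, was prereduced with 400 uM NADPH (final) for 5 min at ~22 deg C, then incubated with compound 15 min before 400 uM selenite. A first-read NADPH fluorescence drop versus no-compound background flagged substrates.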
PGK inhibitor – blocks T. brucei phosphoglycerate kinase | P07378 | PGK/GAPDH coupled, Kinase-Glo luminescence, 60 min | Potency, µM (titrated, usually from 57.5 µM), for inactives: at the highest dose activity change, negative = inhibition, actives largely listed as inhibitors | hit rate 0.043% among 380,000 | AID 602233; further: potency means the concentration at half of the fitted maximal effect; on the % scale 0 is the no-effect control and ±100 the full control effect; nearly all actives have a fitted effect of over 60% in size
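Recombinant glycosomal PGK reaction used 1,3-bisphosphoglycerate generated in-well by GAPDH (100nM final) in 100mM TEA pH 7.6, 5mM MgCl2, 0.01% Tween-20. After 60 minutes at room temperature, ATP was read by Kinase-Glo Plus luminescence end-point.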
USP1-UAF1 inh – inhibitors of human USP1/UAF1 deubiquitinase | O94782 | recombinant USP1/UAF1, Ub-Rhodamine cleavage fluorescence | Potency, µM (highest dose often 57.1 µM), without a hit: top-dose activity change, negative = inhibition, usual class: inhibitors | hit rate 0.23% among 390,000; further: potency means the concentration at half of the fitted maximal effect; on the % scale 0 is the no-effect control and ±100 the full control effect; nearly all actives have a fitted effect of over 60% in size; inactives centre near -12
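In this screen, compounds sit with the deubiquitinase complex (1nM) for 15 min at room temperature before Ub-Rho is added at 150nM final. Fluorescence rise is then followed for 6 reads every 60 seconds.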
TrxR1 inh – rat TrxR1 inhibition; recombinant rTrxR1, NADPH fluorescence consumption, selenite substrate; hit rate 1% among 390,000; AID 588453; Potency, µM (titrated, usually from 114 µM), for inactives: top-dose activity change, negative = inhibition, most hits filed as inhibitors; further: potency means the concentration at half of the fitted maximal effect; on the % scale 0 is the no-effect control and ±100 the full control effect; nearly all actives have a fitted effect of over 65% in size
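Rat TrxR1 (90 nM in the dispensed reagent) was pre-reduced with 400 uM NADPH for 5 min at room temperature, then incubated with compound for 15 min. After 400 uM selenite was added, NADPH fluorescence (Ex 340/Em 450 nm) was followed for 8 min.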
HP1b chromo inh – blocks HP1-beta chromodomain binding to methylated histone tails. AlphaScreen HP1-beta / biotin-H3K9me3 peptide binding. P83916. Potency, µM (titrated, usually from 114 µM), for the others: top-dose activity change, negative = inhibition, actives largely listed as inhibitors. hit rate 0.56% among 390,000; further: potency means the concentration at half of the fitted maximal effect; nearly all actives have a fitted effect of over 70% in size; inactives centre near 23
Target sequence (P83916 whole entry, looked up): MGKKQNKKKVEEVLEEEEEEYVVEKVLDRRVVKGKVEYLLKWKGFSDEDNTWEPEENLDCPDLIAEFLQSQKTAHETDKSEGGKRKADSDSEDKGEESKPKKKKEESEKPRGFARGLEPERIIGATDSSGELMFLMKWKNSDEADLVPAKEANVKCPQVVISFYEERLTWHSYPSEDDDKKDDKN
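HP1-beta protein (50 nM final) preincubated 30 min at room temperature with biotinylated H3(1-18)K9me3 peptide (50 nM) in PBS pH 7.4, 0.01% Tween-20, then compound added for 30 min. AlphaScreen streptavidin donor/nickel chelate acceptor beads (10 ug/mL final), 30 min dark, luminescence read.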
PI4K2A inh – blocks human PI4K2A kinase activity; activity change, negative = inhibition, % at 76.9 µM; Q9BTU6; purified PI4K2A, ADP-Glo luminescence, 1 h; stronger effect = lower value; AID 1346378; hit rate 0.13% among 420,000; in the data active means activity change below about -50%; inconclusive means mostly about -30% to -49%;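 further: -100% = wells without enzyme as full effect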
Target sequence (Q9BTU6 whole entry, looked up): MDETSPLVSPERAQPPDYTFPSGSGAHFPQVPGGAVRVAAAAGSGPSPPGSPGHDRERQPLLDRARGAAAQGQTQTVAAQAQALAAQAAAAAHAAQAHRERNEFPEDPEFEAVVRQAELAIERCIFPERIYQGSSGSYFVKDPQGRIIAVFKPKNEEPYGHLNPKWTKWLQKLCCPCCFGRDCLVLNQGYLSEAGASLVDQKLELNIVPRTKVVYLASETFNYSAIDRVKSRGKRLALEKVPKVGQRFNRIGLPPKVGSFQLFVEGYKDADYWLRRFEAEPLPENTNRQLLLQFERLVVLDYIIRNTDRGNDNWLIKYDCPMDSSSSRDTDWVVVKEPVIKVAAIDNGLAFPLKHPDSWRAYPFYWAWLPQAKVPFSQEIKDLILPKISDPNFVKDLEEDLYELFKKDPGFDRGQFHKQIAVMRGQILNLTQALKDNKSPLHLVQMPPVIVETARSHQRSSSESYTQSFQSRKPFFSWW
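PI4K2A activity was measured by ADP-Glo luminescence: enzyme (4 ug/mL stock) and phosphatidylinositol (1.2 mM stock) in Tris pH 7.5/MgCl2/EGTA/Triton X-100 buffer were reacted with ATP (300 microM stock) for one hour at ambient temperature.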
mIDH1 inhibitor – blocks human mutant IDH1 R132H enzyme. O75874. Potency, µM (doses to about 76.6 µM), inactives show top-dose activity change, negative = inhibition, most hits filed as inhibitors. hit rate 0.093% among 390,000. IDH1-R132H enzyme, NADPH consumption, diaphorase/resazurin fluorescence; further: potency means the concentration at half of the fitted maximal effect; on the % scale 0 is the no-effect control and ±100 the full control effect; nearly all actives have a fitted effect of over 65% in size
Target sequence (O75874 whole entry R132H, stated change not applied): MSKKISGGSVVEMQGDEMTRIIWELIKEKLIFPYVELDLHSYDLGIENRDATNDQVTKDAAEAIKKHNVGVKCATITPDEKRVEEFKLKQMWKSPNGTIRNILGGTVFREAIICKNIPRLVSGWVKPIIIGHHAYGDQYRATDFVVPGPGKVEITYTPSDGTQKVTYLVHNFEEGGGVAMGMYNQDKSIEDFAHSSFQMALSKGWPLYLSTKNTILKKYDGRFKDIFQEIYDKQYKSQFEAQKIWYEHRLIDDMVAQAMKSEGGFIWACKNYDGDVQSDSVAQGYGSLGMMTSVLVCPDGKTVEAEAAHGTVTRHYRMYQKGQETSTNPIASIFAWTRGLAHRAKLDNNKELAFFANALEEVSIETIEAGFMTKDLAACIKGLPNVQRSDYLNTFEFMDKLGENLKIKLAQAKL
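IDH1-R132H (0.5 ug/mL) preincubated 30 min with compound, then NADPH (0.016 mM) and alpha-KG (2 mM) added; 80 min at RT, pH 7.5. Remaining NADPH coupled via diaphorase/resazurin to fluorescence (540/590 nm); concentration-response curves normalized to no-enzyme control.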
Numbers without * were called inactive; i = inactive; ? = inconclusive; nt = no result given; & = joins results of further samples; [ ] = dose if it differs, or a comment. Unless noted, the call rests on the fitted dose curve; in most records, active means well fitted curve in the direction sought with a large enough effect; inconclusive means small, poorly fitted or top-dose-only effect, or another doubt; inactive means no such curve, though single readings can be large; an effect the other way counts as inactive or inconclusive. This is a subset; count on the stated rates, not on these rows.

Values run as follows: Pin1 inhibitor | GLS inhibitor | TrxR1 substrate | PGK inhibitor | USP1-UAF1 inh | TrxR1 inh | HP1b chromo inh | PI4K2A inh | mIDH1 inhibitor
- Cc1cc(C(=O)OCC(=O)Nc2nnc(C(C)C)s2)c2ccccc2n1
    3% | 6% | 0% | 11% | 2% | 6% | 13% | -1 | -2%
- CCn1c2ccccc2c2cc(NC(=O)CSc3nnnn3-c3ccccc3)ccc21
    11% | 7% | 2% | 4% | -1% | 15% | 3% | 5 | 2%
- N=c1c2c(ncn1CCCO)Oc1c(ccc3ccccc13)C2c1ccccc1 (centres undefined)
    10% | 0% | 3% | i | -20% | 9% | 33% | -14 | 6%
- CCc1ccc(C(=O)N2CCN(S(=O)(=O)c3sc(C(=O)O)c(C)c3C(=O)O)CC2)cc1
    -10% | -1% | 0% | -8% | -12% | 10% | 36% | -2 | -5%
- CCOc1ccc(NC(=O)COC(=O)C23CC4CC(CC(C4)C2)C3)c([N+](=O)[O-])c1
    ? | 3% | -4% | 12% | -2% | -4% | ? | -5 | 3%
- Cc1ccc(C)c(NC(=O)COC(=O)CCc2ccc(S(=O)(=O)N3CCOCC3)cc2)c1
    -1% | -5% | -8%[57.1 µM] | i | -15% | 40%[activator][57.1 µM] | 49%[activator] | 3 | 1%
- COc1ccc(-n2c(Cc3cccn3C)nnc2SCC(=O)Nc2cc(Cl)ccc2OC)cc1
    -9% | 1% | 3% | -1% | -19% | 33% | -23% | 3 | -5%
- c1ccc2c(C3OCC4(CCCC4)CO3)cccc2c1
    nt | -1% | nt | -1% | -6% | nt | nt | -4 | 7%
- CN1C[C@@H]2[C@@H]3C(=O)N(Cc4ccccc4)C(=O)[C@@H]3[C@](C)(C1=O)N2C(=O)c1ccccc1
    -2% | 1% | 5%[57.1 µM] | 2% | -18% | 8%[57.1 µM] | 31% | -2 | -7%
- COc1cccc(NC(=O)COC(=O)c2ccc(S(=O)(=O)NCc3ccco3)cc2)c1
    5% | -11% | -2% | -5% | -16% | ? | -28% | -6 | 2%
- NC(=O)C1(N2CCCCC2)CCN(S(=O)(=O)c2ccc(Cl)s2)CC1
    7% | 2% | -7% | 5% | -12% | -7% | 30% | 2 | -9%
- O=C(NC(=S)NNC(=O)[C@H]1C[C@@H]1c1ccccc1)c1cccc(F)c1
    -2% | 12% | 4% | i | -23% | -4% | 2% | -3 | -5%
- COc1ccccc1-c1nc(SCC(=O)Nc2ccccc2F)n[nH]1
    -1% | 4% | 0% | -3% | -4% | -13% | 23% | 3 | 8%
- Cc1cc(OCC(=O)OCC(=O)NCc2cccs2)ccc1Cl
    -1% | 0% | 6%[57.1 µM] | -4% | -7% | 11%[57.1 µM] | 23% | 3 | 6%
- O=C(Nc1cc(C(F)(F)F)ccc1N1CCOCC1)c1cccc(S(=O)(=O)N2CCOCC2)c1
    nt | 4% | nt | -7% | ? | nt | nt | -2 | 8%
- CN(C)CCOC(=O)c1ccc(COc2ccccc2Br)o1
    1% | 1% | 7% | 5% | -18% | 22% | 44%[activator] | -1 | -6%
- CCC(=O)Nc1cc(-c2nn(C)c(=O)c3ccccc23)ccc1N1CCOCC1
    -3% | 40%[activator] | -13% | 3% | -12% | -12% | 35% | 2 | 2%
- O=C(CCN1CCCC1=O)NC1CCCc2c1cnn2-c1ccc(F)cc1F (centres undefined)
    6% | 1% | 1% | -5% | -10% | 10% | 30% | 2 | 5%
- CC1CCN(c2cc(N3CCOCC3)c(F)cc2[N+](=O)[O-])CC1
    ? | 5% | -4% | 6% | -24% | 1% | ? | 1 | 3%
- CC(C)Cc1nnc(NC(=O)C2=COCCO2)s1
    -1% | -7% | -1% | 0% | -20% | 18% | 40%[activator] | -5 | -1%
- O=C(Cn1ncc2c1-c1ccccc1OC2)Nc1ccc(S(=O)(=O)N2CCCCC2)cc1
    12% | 2% | 2%[57.1 µM] | 1% | -7% | 2%[57.1 µM] | 11% | -9 | 3%
- Cc1cc2[nH]c(=O)c(=O)[nH]c2cc1S(=O)(=O)N1CCN(c2cccc(C(F)(F)F)c2)CC1
    11%&-4% | -11%&-1% | -3%&-1% | 3%&6% | -2%&-7% | 19%&10% | -1%[57 µM] | -9&1 | ?
- CN(C)c1ccc(/C=N/N2C(=O)c3ccccc3C2=O)cc1
    -10% | 12% | -1% | -7% | -5% | 8% | 18% | -8 | -2%
- Cc1cc(C)n(C(=O)c2cccc(S(=O)(=O)N3CCCC3)c2)n1
    -18% | -4% | -3% | i | -12% | 16% | 42%[activator] | 1 | 3%
- CCCCNC(=O)NCCN1CCOCC1
    -1% | -13% | 2% | i | -23% | 9% | 19% | 0 | 0%
- O=C(Cn1ncc2c(=O)oc3ccccc3c21)N1CCN(c2ccc(Cl)cc2)CC1
    0% | -4% | -6% | 2% | -10% | 6% | 25% | 1 | -6%
- COCCNC(=O)c1onc(CSc2ccc(F)c(F)c2)c1C(=O)NCCOC
    5% | -2% | -7%[57.1 µM] | i | -36% | 11%[57.1 µM] | 57%[activator] | -2 | 12%
- C/C(=N\Nc1cccc([N+](=O)[O-])c1)c1cc2ccccc2o1
    1% | 1% | 2% | i | -18% | 25% | 35% | -5 | 14%
- CC(OC(=O)c1nsc(Cl)c1Cl)C(=O)NCc1cccs1 (centres undefined)
    -6% | 6% | 6% | 0% | -18% | 10% | 32% | 2 | 1%
- C=CCOC(=O)C1=C(C)NC(=S)C(C#N)(CC=C)C1c1ccccc1Cl (centres undefined)
    1% | 16% | -10% | -2% | -22% | 0% | 18% | 0 | ?
- Cc1cccc(NC(=O)CN2C(=O)COc3ccc(S(=O)(=O)Nc4ccccc4)cc32)c1C
    16% | 6% | -9% | 0% | -4% | 10% | 19% | 4 | 1%
- Cc1ccc(C(=S)N2CCN(Cc3ccccc3)CC2)cc1
    -4% | 0% | -14%[57.1 µM] | 0% | -6% | 29%[57.1 µM] | -6% | 0 | 6%
- CCCCSCCCNC(=O)C1CCC(CNS(=O)(=O)c2ccc(NC(C)=O)cc2)CC1 (centres undefined)
    -9% | 0% | 2% | i | -12% | 33% | 15% | 8 | 4%
- COc1cc(/C=N/NC(=O)c2csc3c2CCCC3)cc(OC)c1O
    -2% | 12% | -4%[11.4 µM] | -6% | -9% | 5%[11.4 µM] | 25% | 1 | 5%
- Cc1n[nH]c(=S)n1/N=C/c1ccc(-c2ccc(Cl)cc2)o1
    27% | 1% | 4% | -8% | -23% | 19% | 44%[activator] | -4 | 6%
- CN1CCN(c2ccccc2NC(=O)C(Cc2ccccc2)n2cccc2)CC1 (centres undefined)
    2% | 10% | 6%[57.1 µM] | 0% | -15% | 7%[57.1 µM] | -11% | 2 | 1%
- O=C(O)C=C1CCN(c2ncc(C(F)(F)F)cc2Cl)CC1
    0% | 2% | -4% | 3% | -1% | 2% | 52%[activator] | -15 | -8%
- O=C(NC1CCCCCC1)c1ccccc1-c1ccccc1
    -2% | -15% | -3% | -5% | -3% | 0% | 16% | -1 | -5%
- COc1ccccc1CNC(=O)CCCn1nc(C)c2c(C)n(-c3ccccc3)nc2c1=O
    -5% | -1% | 3%[57.1 µM] | 9% | -25% | 12%[57.1 µM] | 25% | 0 | 0%
- COCc1cc(C)nc(SCC(=O)Nc2ccc3c(c2)n(C)c(=O)n3C)c1C#N
    2% | 7% | -7% | 4% | 5% | -8% | 23% | -2 | -3%
- CCC(=O)Nc1nnc(C)s1
    7% | 4% | -1% | -2% | 4% | 9% | 28% | -4 | -6%
- Cc1ccccc1Cn1c2ccccc2c2cnn(CC(=O)N3CCC(C)CC3)c(=O)c21
    11% | 1% | 3% | -3% | -22% | 6% | 12% | 1 | -5%
- N#C/C(=C\c1ccccc1O)C(=O)Nc1cccnc1
    ? | 3% | 3% | i | -21% | 13% | -3% | -4 | 8%
- CC(C(=O)O)n1cnc2sc3c(c2c1=O)CCCC3 (centres undefined)
    -6% | 8% | -8% | -9% | -23% | -9% | 37% | 2 | 0%
- CCOCCn1c(CN2CCN(c3cccc(Cl)c3)CC2)nc2c1c(=O)n(C)c(=O)n2C
    -1% | -1% | 12%[57.1 µM] | -13% | -8% | 29% | 7% | 1 | 2%
- Oc1ccc(-c2n[nH]c(=S)n2-c2ccc3c(c2)OCCO3)cc1
    5% | 2% | -8% | -9% | -4% | -32% | -16% | -1 | -7%
- C=C(C)Cn1c(N2CC(C)CC(C)C2)nc2c1c(=O)[nH]c(=O)n2C (centres undefined)
    -4% | -10% | -4% | -2% | -12% | 2% | 18% | -2 | -5%
- COC(=O)c1cc(Nc2cc(C)c3ccc(O)cc3n2)cc(C(=O)OC)c1
    27% | -3% | 52%[activator] | 6% | -9% | 14% | 0% | 1 | -5%
- COc1cccc(OCc2nc3ccccc3n2CCOc2ccc(C)cc2)c1
    ? | -5% | 3% | 9% | ? | 20% | 84%[activator] | 2 | -9%
- CCN(Cc1ccccc1)S(=O)(=O)c1cc(C(=O)NC(C)C2CC3CCC2C3)ccc1OC (centres undefined)
    5% | 0% | -4% | 0% | -15% | -2% | 21% | 8 | 1%
